A3G deaminase: APOBEC3G DNA deaminase inhibitors, primary screen, biochemical, fluorescence, single-stranded DNA substrate, uHTS | recombinant A3G, ssDNA deamination FAM/TAMRA fluorescence | inhibition, % at 20 µM | AID 493012, 2011 | DNA dC->dU-editing enzyme APOBEC-3G (Homo sapiens), Q9HC16 | 330,000 compounds, 0.28% hits;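 active = inhibition of at least 40% at 20 µM, with no more than 30% in the related APOBEC3A deaminase screen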;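 also: plate controls were DMSO wells with A3G for no effect and wells lacking A3G enzyme for full effect; some compounds called inactive have numbers as strong as hits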
Target sequence (Q9HC16 whole entry, looked up): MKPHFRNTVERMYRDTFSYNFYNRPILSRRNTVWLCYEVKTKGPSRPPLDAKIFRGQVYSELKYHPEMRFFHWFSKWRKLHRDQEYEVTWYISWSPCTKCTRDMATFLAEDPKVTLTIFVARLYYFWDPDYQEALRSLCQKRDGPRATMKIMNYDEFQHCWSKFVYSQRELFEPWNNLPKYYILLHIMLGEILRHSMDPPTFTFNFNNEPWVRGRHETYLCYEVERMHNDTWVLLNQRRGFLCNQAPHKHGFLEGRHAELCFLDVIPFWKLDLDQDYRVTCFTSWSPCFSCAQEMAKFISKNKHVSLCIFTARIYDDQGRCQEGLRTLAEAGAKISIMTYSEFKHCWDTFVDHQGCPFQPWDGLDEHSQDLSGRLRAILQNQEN
mIAP act: activators of mouse IAP, primary screen, biochemical, luminescence, uHTS | activation factor at 10 µM | muIAP, CDP-Star luminescence, 30 min; stronger effect = higher value; 1 = vehicle-only enzyme signal, 0 = enzyme-free wells | 330,000 compounds, 0.24% hits;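 active = activation factor of at least 2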; also: the source names both 10 and 20 µM as test concentration; values of inactives mirror those of a sister screen read the other way
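Assay system: mouse IAP enzyme; reagent: chemiluminescent substrate CDP-Star; dosing: test compounds delivered from DMSO solution; schedule: 30 min at room temperature; measured by: luminescence from enzymatic CDP-Star hydrolysis; controls: DMSO-only wells and no-enzyme negative control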
mIAP inh: inhibitors of mouse IAP, primary screen, biochemical, luminescence, uHTS; inhibition, % at 10 µM; AID 2806, 2010; 330,000 compounds, 0.2% hits; purified mouse IAP, CDP-Star luminescence, 30 min; intestinal alkaline phosphatase [Mus musculus];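 active = inhibition of at least 40% at 10 µM in the primary screen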;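 also: plate controls were DMSO with enzyme for no effect and no enzyme wells for full effect; values of inactives mirror those of a sister screen read the other way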
SENP1 FRET inh: human SENP1 catalytic domain inhibitors, primary screen, biochemical, FRET, uHTS. 360,000 compounds, 0.21% hits. recombinant SENP1 catalytic domain, CyPet-SUMO1-YPet FRET cleavage. AID 624204, 2012. Sentrin-specific protease 1 (Homo sapiens), Q9P0U3. inhibition, % at 10 µM;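 active = inhibition at least 30% at 10 µM, raw YFP signal under a set limit, fluorescence ratio 0.5 to 1.5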;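 also: 0% = enzyme with DMSO and 100% = no enzyme wells; some results filed as inactive read as strong as hits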
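material = recombinant human SENP1 catalytic domain, His6-tagged | quantity = 20 pM enzyme | reagent = 25 nM SUMO1 FRET substrate | compound dosing = 10 µM single point, 0.5% DMSO | timing = 50 min enzyme reaction, room temperature, light-protected | detection = FRET, CFP and YFP emission | control set = no-enzyme low, enzyme-DMSO high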
hIAP activ: human IAP activators, primary screen, biochemical, luminescence, uHTS. Intestinal-type alkaline phosphatase (Homo sapiens), P09923. 330,000 compounds, 0.16% hits. AID 2524, 2010. activation factor at 10 µM. purified human IAP, CDP-Star luminescence, 30 min; stronger effect = higher value; 1 = vehicle-only enzyme, 0 = enzyme-free background;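 active = activation factor of the enzyme at least 2-fold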; also: the source names both 10 and 20 µM as test concentration; values of inactives mirror those of a sister screen read the other way
Target sequence (P09923 whole entry, looked up): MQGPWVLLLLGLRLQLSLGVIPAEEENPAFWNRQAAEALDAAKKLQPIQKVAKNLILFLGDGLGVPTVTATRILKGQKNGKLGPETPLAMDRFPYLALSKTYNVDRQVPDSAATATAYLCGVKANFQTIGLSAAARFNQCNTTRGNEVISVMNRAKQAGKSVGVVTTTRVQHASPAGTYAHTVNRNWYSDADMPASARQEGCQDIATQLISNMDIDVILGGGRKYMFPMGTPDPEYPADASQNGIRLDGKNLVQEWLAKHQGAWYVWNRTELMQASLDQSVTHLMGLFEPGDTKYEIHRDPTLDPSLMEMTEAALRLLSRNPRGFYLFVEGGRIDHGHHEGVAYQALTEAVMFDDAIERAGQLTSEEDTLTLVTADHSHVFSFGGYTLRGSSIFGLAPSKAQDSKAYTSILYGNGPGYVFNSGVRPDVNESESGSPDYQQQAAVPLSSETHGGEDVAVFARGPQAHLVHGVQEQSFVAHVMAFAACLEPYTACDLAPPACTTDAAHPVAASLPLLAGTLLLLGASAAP
A3A deaminase: APOBEC3A ssDNA deaminase inhibitors, primary screen, selectivity assay for APOBEC3G inhibitor project, biochemical, FAM/TAMRA oligo cleavage fluorescence | recombinant A3A, FAM/TAMRA ssDNA deamination fluorescence | inhibition, % at 20 µM | 330,000 compounds, 0.41% hits;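 active = at least 40% inhibition at 20 µM here, with at most 30% in a related deaminase screen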;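 also: plate controls were A3A with DMSO for no effect and wells lacking A3A enzyme for full effect; some results filed as inactive read as strong as hits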
Target sequence (P31941 whole entry, looked up): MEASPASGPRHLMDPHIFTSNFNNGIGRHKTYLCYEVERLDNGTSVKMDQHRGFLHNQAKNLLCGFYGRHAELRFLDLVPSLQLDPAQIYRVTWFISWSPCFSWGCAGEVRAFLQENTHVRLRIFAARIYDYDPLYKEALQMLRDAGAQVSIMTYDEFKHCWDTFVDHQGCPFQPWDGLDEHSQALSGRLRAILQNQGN
NLRP3 yeast inh: NALP3 inflammasome inhibitors in reconstituted yeast, primary screen, luminescence, uHTS. 330,000 compounds, 0.39% hits. Yeast reconstituted NLRP3/ASC/caspase-1, beta-gal luminescence, 24 h. AID 2825, 2010. inhibition, % at 10 µM;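 active = inhibition of 50% or more; inactive = inhibition below 50%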;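 also: plate controls were induced DMSO wells for no effect and uninduced yeast grown without galactose for full effect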
hIAP inh: human IAP inhibitors, primary screen, biochemical, luminescence, uHTS; Intestinal-type alkaline phosphatase (Homo sapiens), P09923; purified IAP, CDP-Star luminescence, 30 min; inhibition, % at 10 µM; 330,000 compounds, 0.12% hits;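 active = inhibition reaching a set limit with compound at 10 µM in the primary screen, cut at about 35% in these data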;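 also: plate controls were DMSO wells with enzyme for no effect and no-enzyme buffer wells for full effect; values of inactives mirror those of a sister screen read the other way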
beta cell repl: inducers of MIN6 beta-cell proliferation, primary screen, ATP luminescence, uHTS | MIN6 cells proliferation, ATPlite luminescence, 48 h; cells starved in 0.2% serum; 100% = growth in 10% serum | proliferation, % at 10 µM | 330,000 compounds, 0.29% hits;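 active = compounds whose signal lies at least 3.5 SD above the mean of all wells on their plate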;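 also: 0% = DMSO-treated cells in low-serum medium and 100% = 10% serum control; some compounds called inactive have numbers as strong as hits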
Starred values were filed as active, the others as inactive; . = not tested or not shown. Some of the compounds tested, so the mix of outcomes need not match the whole.

SMILES	A3G deaminase	mIAP act	mIAP inh	SENP1 FRET inh	hIAP activ	A3A deaminase	NLRP3 yeast inh	hIAP inh	beta cell repl
CNC(=O)c1cccn1-c1ccsc1C(=O)OC	-8	0.88	12	2	1.2	-3	13	-20	-2
CCOC(=O)N1CCC2(CC1)C(C#N)=C(N)Oc1n[nH]c(C)c12	-6	1.1	-6	0	0.95	-7	10	5	-3
COC(=O)C(Cc1c[nH]c2ccccc12)NC(=O)c1ccccc1Br (configuration not stated)	-1	1	-5	1	0.77	-1	25	23	0
CC1CCN(CCOCCOc2ccc(Br)cc2Cl)CC1	6	1	-1	3	1.1	2	29	-6	0
O=S(=O)(c1ccccc1)c1nnn2c1nc(NC1CCN(Cc3ccccc3)CC1)c1cc(Cl)ccc12	-5	0.87	13	-22	1	-2	14	-2	-7
O=C1NCCc2c1[nH]c1ccccc21	1	0.98	2	-1	1	3	5	-3	-2
CCCCOc1ccccc1-c1cc(C(=O)O)[nH]n1	-6	0.87	13	2	0.9	-4	1	10	-2
CN1CCN(C(=S)Nc2cc(S(=O)(=O)N3CCOCC3)ccc2Cl)CC1	-9	1.1	-7	4	0.99	-1	0	1	-1
Oc1ccc(-c2cccc(-c3ccc(O)cc3)n2)cc1	-4	1	0	0	0.94	1	21	6	-2
Cc1ccc(NC(=O)CN(C)C(=O)C2COc3ccccc3O2)cc1 (configuration not stated)	-2	1	-4	-2	1	31	21	-2	-6
COc1cccc(CNS(=O)(=O)c2ccc(N3CCCC3=O)cc2)c1	-5	1	-1	3	1.2	-5	8	-23	1
COc1ccc(OC)c(S(=O)(=O)Nc2cc(C(=O)O)ccc2N2CC3CC(C2)c2cccc(=O)n2C3)c1 (configuration not stated)	-7	0.97	3	3	0.97	-5	13	3	0
CC(C)N(Cc1cc2ccccc2[nH]c1=O)C(=O)c1ccco1	-3	0.94	6	-2	1	2	10	-5	1
O=C(c1ccco1)N1CCN(C(=O)c2cccs2)CC1	-6	0.97	3	2	0.84	-2	24	16	-3
Cc1ccc(-n2nnnc2SCC(=O)Nc2ccc3c(c2)OCCO3)cc1C	-6	1.1	-10	1	1.1	-3	-13	-6	-1
O=C(Nc1ccncc1)Nc1ccncc1	-9	0.99	1	0	0.94	4	9	6	3
CC1CCCC(C)N1C(=O)C1CC(c2ccc(F)cc2)=NO1 (configuration not stated)	-3	0.92	8	2	0.98	-3	16	2	-3
C=CCOc1cccc(C2/C(=C(\O)c3ccc4c(c3)OCCO4)C(=O)C(=O)N2CCN2CCOCC2)c1 (configuration not stated)	-10	0.99	1	1	0.82	-5	7	18	4
Nc1nnc(COc2ccccc2)s1	-4	0.98	2	-3	0.82	-4	-3	18	-1
c1coc(CN=C2NC(=NCc3ccco3)c3ccccc32)c1	-3	0.92	8	14	1.2	-1	-2	-22	4
Cn1nnnc1SCc1nc2scc(-c3ccc(Cl)cc3)c2c(=O)[nH]1	2	0.96	4	-34	0.91	3	0	9	-2
CNC(=S)N1N=C(c2cccs2)CC1c1ccc(F)cc1 (configuration not stated)	-11	0.98	2	0	1	-11	-11	-3	-3
CC(C)Cc1nnc(NC(=O)c2cc(S(=O)(=O)N(C)C)ccc2N2CCCC2)s1	-4	0.91	9	-3	1.1	0	9	-7	-1
COc1ccc2c(c1)Cc1sc(NC(=O)c3ccco3)nc1-2	0	0.9	10	-4	0.89	-3	1	11	0
O=C1OCCN1c1c(-c2ccccc2)c(-c2cccs2)nc2c(-c3ccccc3)cccc12	-12	0.95	5	-9	0.9	-5	10	10	-4
Cc1ccc(C(C)C)c(OCC(=O)Nc2ccc(Cl)cn2)c1	-4	1.1	-6	2	1.1	-1	-2	-10	-2
COc1ccccc1OCCNc1cc(N2CCCCC2)ccc1[N+](=O)[O-]	-3	0.85	15	2	0.9	-2	33	10	-2
CC(=O)c1ccc(NS(=O)(=O)Cc2ccccc2)cc1	6	0.97	3	-1	0.81	3	12	19	3
COCCNC(=O)c1cccc(NC(=O)C2=C(C)OCCS2)c1	-6	1.1	-7	0	1.1	-2	15	-9	-4
COC(=O)c1ccc(NC(=O)CCC(=O)c2ccc(F)cc2)cc1	-5	0.93	7	1	0.98	9	11	2	-3
O=C(Nc1ccccc1)c1cc(S(=O)(=O)N2CCCCC2)ccc1N1CCOCC1	-5	1.1	-8	1	1	1	-5	-5	4
Nc1ncnc(Nc2ccc(F)c(Cl)c2)n1	-5	1.1	-13	4	0.93	-1	17	7	-2
Cc1nc(CN(C)C(=O)c2ccccc2OC2CCN(S(C)(=O)=O)CC2)cs1	-3	1.1	-10	1	1	7	6	-1	-1
CSc1ccc(C2C3(C#N)C(N)=NC4(OCCO4)C23C#N)cc1 (configuration not stated)	-3	0.99	1	-4	0.97	-3	8	3	-3
CC(C)OCCCn1c(SCC(=O)N2CCCC2=O)nc2ccccc2c1=O	-6	0.99	0	1	0.89	-1	10	12	-1
COc1ccc(-c2c(C)n([O-])c3c([n+]2=O)CCCC3)cc1OC	-6	1.1	-12	.	0.86	1	-11	14	-2

Ordered by value in A3A deaminase (highest first): some entries from above
Compound	A3G deaminase	mIAP act	mIAP inh	SENP1 FRET inh	hIAP activ	A3A deaminase	NLRP3 yeast inh	hIAP inh
Cc1nc(CN(C)C(=O)c2ccccc2OC2CCN(S(C)(=O)=O)CC2)cs1	-3	1.1	-10	1	1	7	6	-1
COc1ccc(-c2c(C)n([O-])c3c([n+]2=O)CCCC3)cc1OC	-6	1.1	-12	.	0.86	1	-11	14
COCCNC(=O)c1cccc(NC(=O)C2=C(C)OCCS2)c1	-6	1.1	-7	0	1.1	-2	15	-9

Later entries
SMILES	A3G deaminase	mIAP act	mIAP inh	SENP1 FRET inh	hIAP activ	A3A deaminase	NLRP3 yeast inh	hIAP inh	beta cell repl
NC(=O)SCC(=O)Nc1cccc(Cl)c1	-4	0.82	18	2	1.1	1	-11	-12	-5
N#Cc1nc(-c2ccco2)oc1N1CCN(C(c2ccccc2)c2ccccc2)CC1	-4	1.1	-12	0	1	-3	8	-1	-4
Cc1ccc(C(=O)N2CCN(c3ccccn3)CC2)cc1Cl	28	0.98	2	-1	1.1	-5	21	-6	-3
COc1ccc(OC)c(NC(=O)Nc2cc(C(=O)O)ccc2C)c1	-10	0.93	8	1	0.95	-5	2	5	0
Cc1ccc(CNC(=O)CCCC(=O)c2ccccc2)cc1	-3	0.94	6	0	0.99	-1	28	1	2
O=c1[nH]n(-c2ccc(Cl)cc2)c2ncccc12	0	0.96	4	6	0.98	-1	3	2	-2
O=C(CSc1nnc(Nc2ccccc2)s1)NC1CC1	-7	1	-4	-1	1	-7	-4	-2	-3
COc1ccc(/C=N/NC(=O)CCc2n[nH]c(=O)[nH]c2=O)cc1O	-5	1	-4	2	1.1	-4	1	-11	0
COc1ccccc1C(=O)Nc1nc(N)n(-c2ccccc2)n1	-5	1.2	-15	-1	1.1	-1	10	-6	0
CCCc1nnc(NC(=O)NCCN2C(=O)C3C4C=CC(C4)C3C2=O)s1 (configuration not stated)	-2	1	-1	2	1.1	2	12	-11	6
Nc1cccc(C(=O)Nc2ccc3nc(-c4cccnc4)[nH]c3c2)c1	-13	0.95	4	-1	0.98	-1	8	2	-1
Cc1n[nH]c(=O)c2c(NC(=O)COC(=O)Cc3ccc(Cl)cc3Cl)oc(C)c12	-4	1	-1	-12	1.1	1	25	-8	3
Cc1nn(C)c(C)c1NS(=O)(=O)c1ccc(Cl)cc1	-7	1	-3	1	1	-2	-3	-2	8
CC1Cc2cc(S(=O)(=O)NCc3ccccc3)ccc2N1C(=O)C1CC1 (configuration not stated)	-3	0.98	2	-2	1.2	-4	16	-16	-1
Cc1c(C(=O)NCc2ccc3c(c2)OCO3)oc2ccc(Br)cc12	-5	0.89	11	-5	0.98	-1	11	2	-4
CSCCC(NC(=O)c1cccc(C)c1)C(=O)OCC(=O)NC(=O)c1cccn1C (configuration not stated)	-8	0.94	6	-3	0.88	-3	3	12	0
Cc1nn(C)cc1CN(C)C(=O)c1nn2c(c1Br)NC(c1cccs1)CC2C(F)(F)F (configuration not stated)	-3	0.99	1	1	1	4	5	-4	-2
CC(Sc1nnc2c(n1)[nH]c1ccccc12)C(=O)NC1CCCCC1 (configuration not stated)	-7	0.83	17	2	0.79	-2	16	21	0
COc1cccc(NC=C2C(=O)OC3(CCCCC3)OC2=O)c1	1	1.2	-16	-3	1	0	23	-2	0
Cc1nc(NC(=O)/C=C/c2ccc(F)cc2)sc1C(=O)N(C)C	0	1.1	-5	3	1	0	6	-1	1
O=C(O)CCn1cc(-c2ccc(Cl)cc2)nc1-c1ccncc1	-2	0.91	9	1	0.91	2	6	9	-1
CCNC(=O)OCC(CC)NC(=O)OCC(C)C (configuration not stated)	-3	0.95	5	2	0.96	-2	18	4	-1
O=S(=O)(c1ccc(SCCOc2ccc(F)cc2)nc1)N1CCCC1	0	0.92	8	1	1	5	12	-4	-6
FC(F)(F)c1cccc(-c2nnc3ccc(C(F)(F)F)cn23)c1	-1	0.98	2	0	1.1	2	14	-6	0
CC(=O)c1cccc(N2C(=O)C3C(C(=O)Nc4cc(C)on4)C4(C)C=CC3(O4)C2C(=O)NC(C)(C)C)c1 (configuration not stated)	-3	0.93	8	-1	0.91	1	3	9	3
O=C(CCN1CCN(c2ccc(F)cc2)CC1)Nc1ccc(F)cc1	-11	0.95	5	2	0.98	-2	-5	2	1
COCCN1C(=O)c2ccc(C(=O)O)cc2C1=O	-7	1	-3	1	1.3	0	13	-26	-2
O=C(NCCc1ccccc1F)c1ccc2c(c1)OCCO2	-8	1.1	-10	0	1	-1	22	-1	-4
CCCc1nnc2c(N(C)S(=O)(=O)c3ccc(C)cc3)nc3ccccc3n12	-10	0.95	5	-40	0.93	-6	-17	7	0
CCOC(=O)c1nn(-c2ccc(F)cc2)c2nc(-c3ccccc3)c(C#N)c(=O)n12	6	0.95	5	1	0.96	0	9	4	0
O=[N+]([O-])c1ccc2nccn2c1	-3	0.97	3	3	1.2	-3	7	-21	-3
COC(=O)c1ccccc1NC(=O)c1cccc(NC(=O)CSCc2ccccc2)c1C	-6	1	-1	4	0.92	-3	2	8	-1
CCCCOC(=O)c1cc(=O)[nH]c2ccccc12	0	0.97	3	1	1.1	1	-5	-8	2
O=C(Nc1cc(C(F)(F)F)ccc1N1CCCC1)c1ccc2c(c1)OCO2	0	1.1	-6	0	0.95	-2	23	5	0
CCOC(=O)/C(C(N)=NCC(C)C)=C(/O)c1ccccc1	2	1.1	-6	2	1.2	1	14	-20	1

Assay outcomes: PubChem BioAssay, Sanford-Burnham Center for Chemical Genomics
